Screens (PubChem)
TCR-CD3 inh – inhibitors of human TCR-CD3 interaction | TAMRA-labeled TCR probe fluorescence, biochemical | inhibition, % at 9.4 µM | 360,000 compounds, 0.37% hits; in the data active = inhibition above about 19%;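 note: recombinant mutant TCR 2C K166C tagged with TAMRA read by polarization; 0% = receptor in buffer alone and 100% = receptor with positive control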
DDE Tn6 FP inh – disrupts Tn6 cyclic peptide binding to fibrin D-Dimer-E complex | P02675 | Fibrin DD(E) TRITC-Tn6 fluorescence polarization displacement | inhibition, % at 8.3 µM | 370,000 compounds, 0.21% hits | AID 720509;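 active = inhibition above a per-campaign cutoff: mean of compounds within control limits plus 3 SD, cut at about 15% in these data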;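 note: 0% = median of all compound wells on the plate and 100% = blocking peptide control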
TDP2 inh – blocks human TDP2 phosphodiesterase activity; 370,000 compounds, 0.34% hits; recombinant TDP2, T5PNP hydrolysis, p-nitrophenol absorbance 415 nm; AID 720702; inhibition, % at 12.8 µM; O95551;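 active = inhibition above the mean of all tested compounds plus 3 SD, set per campaign, cut at about 25% in these data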;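 note: 0% = DMSO with enzyme and 100% = buffer with substrate but no TDP2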
Target sequence (O95551 whole entry, looked up): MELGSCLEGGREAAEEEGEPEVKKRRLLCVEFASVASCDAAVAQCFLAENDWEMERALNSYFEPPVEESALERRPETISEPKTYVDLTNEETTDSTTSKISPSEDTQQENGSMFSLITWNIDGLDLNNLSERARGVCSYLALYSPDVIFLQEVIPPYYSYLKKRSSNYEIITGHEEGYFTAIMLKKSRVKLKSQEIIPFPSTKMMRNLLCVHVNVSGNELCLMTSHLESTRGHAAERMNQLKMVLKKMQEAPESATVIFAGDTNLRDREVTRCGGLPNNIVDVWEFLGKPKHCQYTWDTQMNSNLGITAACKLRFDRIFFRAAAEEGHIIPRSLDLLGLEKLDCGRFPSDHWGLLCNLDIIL
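Test system: Human TDP2 enzyme | Reagent: 5 mM T5PNP | Compound dosing: 12.8 µM single point, 1% DMSO | Incubation: Enzyme reaction with compound for 2 h at 37 °C | Technique: p-Nitrophenol epi absorbance | Read-out: % inhibition relative to enzyme-containing and enzyme-free wells | Benchmarks: High control without enzyme, low control DMSO plus TDP2 | Replicates: Singlicate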
UHRF1 MBD2 ctr – blocks human UHRF1 binding to methylated DNA; UHRF1 binding to methylated oligo, TR-FRET; inhibition, % at 4.4 µM; 370,000 compounds, 0.75% hits; in the data active = inhibition above about 21%;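 note: UHRF1 SRA domain binding a hemimethylated CpG hairpin DNA probe; 0% = median of test compound wells and 100% = reference inhibitor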
MBD2 DNA inh – MBD2-methylated oligo binding inhibition; inhibition, % at 4.4 µM; AID 686964; TR-FRET, MBD2 binding to methylated oligonucleotide; 370,000 compounds, 0.31% hits; in the data active = inhibition above about 13%
PRMT1 FP inh – blocks human protein arginine methyltransferase 1 | Q99873 | recombinant PRMT1, activity-based probe fluorescence polarization | inhibition, % at 2.79 µM | 370,000 compounds, 1.3% hits;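 active = inhibition above about 21% made by adding two undisclosed values, limit read from the data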
Target sequence (Q99873 whole entry, looked up): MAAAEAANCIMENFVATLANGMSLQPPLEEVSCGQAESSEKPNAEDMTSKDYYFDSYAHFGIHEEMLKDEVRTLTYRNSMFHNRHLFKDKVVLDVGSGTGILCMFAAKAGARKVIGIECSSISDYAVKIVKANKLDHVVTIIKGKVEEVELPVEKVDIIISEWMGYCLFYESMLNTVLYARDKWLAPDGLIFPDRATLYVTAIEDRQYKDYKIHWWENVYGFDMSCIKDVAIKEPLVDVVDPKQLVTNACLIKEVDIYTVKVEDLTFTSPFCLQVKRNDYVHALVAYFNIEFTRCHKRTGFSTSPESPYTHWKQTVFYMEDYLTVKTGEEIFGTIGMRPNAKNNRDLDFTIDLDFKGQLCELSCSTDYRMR
proKLK7 act – proKLK7 (human) activation, primary screen; activation, % at 7 µM; purified proKLK7, EDANS-DABCYL substrate fluorescence; 100% is mature enzyme control, 0% vehicle; 370,000 compounds, 0.9% hits;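 active = activation above the mean of all tested compounds plus 3 SD, computed per campaign excluding outliers beyond control limits, cut at about 13% in these data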
Target sequence (P49862 whole entry, looked up): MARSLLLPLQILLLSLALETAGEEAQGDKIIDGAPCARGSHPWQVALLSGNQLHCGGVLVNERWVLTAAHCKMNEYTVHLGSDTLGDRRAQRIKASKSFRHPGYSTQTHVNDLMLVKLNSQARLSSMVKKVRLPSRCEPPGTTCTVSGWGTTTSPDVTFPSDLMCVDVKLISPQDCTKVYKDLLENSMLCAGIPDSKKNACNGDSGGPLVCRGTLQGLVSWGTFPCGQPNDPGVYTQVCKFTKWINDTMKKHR
LEDGF integ inh – blocks HIV-1 LEDGF/p75-dependent DNA integration | 370,000 compounds, 0.64% hits | TR-FRET IN-LEDGF/p75 DNA integration, Eu/Cy5 | inhibition, % at 3.7 µM;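 active = inhibition above the screen-wide mean plus 3 SD, cut at about 13% in these data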;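 note: signal is the Cy5 over europium emission ratio at 671 and 618 nm; 0% = plate median of compound wells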
DDE Tn7 FP inh – disrupts Tn7 cyclic peptide binding to fibrin D-Dimer-E complex; FP displacement of FITC-Tn7 peptide from fibrin DD(E); 0% = median of compound wells per plate; inhibition, % at 8.3 µM; 370,000 compounds, 0.13% hits; AID 720508;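 active = inhibition above the mean of compounds falling within the control limits plus 3 SD of them, cut at about 14% in these data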;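 note: 0% = plate median of compound wells and 100% = 10 µM Aha-Tn7 peptide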
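Measure: % inhibition scaled between sample-field median and high-control FP; Test system: human fibrin DD(E); Quantity: 2 µM final DD(E) protein; Doses: one dose, 8.3 µM nominal; Schedule: compound with protein 10 min, then 3 h after probe, room temperature; Detection: fluorescence polarization; Medium: Tris buffer with calcium and detergent, pH 7.8.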
SIAE primary – inhibitors of human sialic acid acetylesterase SIAE; Q9HAT2; SIAE FP-Rh probe binding, fluorescence polarization; inhibition, % at 9.66 µM; 370,000 compounds, 0.69% hits; AID 1053197;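 active = inhibition above a cutoff: mean of compounds within the control limits plus 3 SD of those, cut at about 17% in these data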;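 note: 0% = plate median of compound wells and 100% = probe without SIAE protein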
* = called active by the depositor; x = not tested or not shown.

#	TCR-CD3 inh	DDE Tn6 FP inh	TDP2 inh	UHRF1 MBD2 ctr	MBD2 DNA inh	PRMT1 FP inh	proKLK7 act	LEDGF integ inh	DDE Tn7 FP inh	SIAE primary	mol
1	2	7	4	1	0	0	0.4	1	3	4	CC(=O)Nc1ccc(S(=O)(=O)N(C#N)c2nc(N(C)C)nc(N(C)C)n2)cc1
2	-10	-10	5	7	0	16	-0.7	-1	-23	-72	CCN1/C(=C\c2ccc3cc(C)ccc3[n+]2CC)Sc2cc(C)c(C)cc21
3	12	0	1	1	1	0	0.3	1	-8	-3	Cc1ccc(S(=O)(=O)N2CCN(Cc3cc(C(C)(C)C)ccc3O)CC2)cc1
4	-11	-2	-4	1	2	0	-1.1	-4	4	11	CC/C(=C(\c1ccc(O)cc1)c1ccc(OCCN(C)C)cc1)c1ccccc1
5	-6	-5	-19	5	-6	-2	0.3	4	3	-6	Fc1cccc(Cl)c1-c1nnc2ccc(N3CCOCC3)nn12
6	4	0	-3	-2	-3	-2	0.3	5	-3	9	Cc1cc2nccc(-c3ccc(Cl)cc3Cl)n2n1
7	6	2	3	0	-5	1	-0.2	4	4	0	O=c1nc(-c2ccccc2)n(-c2ccc(Cl)cc2)[nH]1
8	7	3	7	2	-2	-3	0.1	1	-2	8	O=C1CN(C(=O)COC(=O)CNC(=O)c2ccccc2)c2ccccc2N1
9	7	6	-8	-1	0	0	-0.1	0	-5	2	CCOC(=O)c1cc(C(C)(C)C)oc1CNC(=O)c1c(C)oc2c1CCCC2
10	3	1	5	2	7	-3	-0.4	3	-3	0	CC1CCCCN1C(=O)CNCC1CCCO1 (centres undefined)
11	-4	-4	-11	1	2	2	0.1	-1	5	-6	COC(=O)c1ccccc1NC(=O)C12CC3CC(C1)CC(n1cnc(Cl)n1)(C3)C2
12	11	7	-4	-4	-7	-3	-0.1	1	6	-1	CN1CCN(C(=S)c2ccc(-c3cccc([N+](=O)[O-])c3)o2)CC1
13	-3	0	2	1	-2	-1	0.0	-4	-2	0	Cc1ccc(-c2nnn(Cc3nc(N)nc(N4CCOCC4)n3)n2)cc1
14	0	3	6	-6	-4	-2	0.2	7	3	4	Cc1cc(C)c(C(=O)/C=C/C=C/c2ccccc2)c(=O)[nH]1
15	-1	0	6	0	7	3	-0.6	1	-2	-3	Cc1ccc(F)cc1NC(=O)CSc1ncccn1

Shown screen by screen: 4 of the compounds above.
12. CN1CCN(C(=S)c2ccc(-c3cccc([N+](=O)[O-])c3)o2)CC1
13. Cc1ccc(-c2nnn(Cc3nc(N)nc(N4CCOCC4)n3)n2)cc1
14. Cc1cc(C)c(C(=O)/C=C/C=C/c2ccccc2)c(=O)[nH]1
15. Cc1ccc(F)cc1NC(=O)CSc1ncccn1
Assay by compound | 12 | 13 | 14 | 15
TCR-CD3 inh | 11 | -3 | 0 | -1
DDE Tn6 FP inh | 7 | 0 | 3 | 0
TDP2 inh | -4 | 2 | 6 | 6
UHRF1 MBD2 ctr | -4 | 1 | -6 | 0
MBD2 DNA inh | -7 | -2 | -4 | 7
PRMT1 FP inh | -3 | -1 | -2 | 3
proKLK7 act | -0.1 | 0.0 | 0.2 | -0.6
LEDGF integ inh | 1 | -4 | 7 | 1
DDE Tn7 FP inh | 6 | -2 | 3 | -2
SIAE primary | -1 | 0 | 4 | -3

(cont.)
#	TCR-CD3 inh	DDE Tn6 FP inh	TDP2 inh	UHRF1 MBD2 ctr	MBD2 DNA inh	PRMT1 FP inh	proKLK7 act	LEDGF integ inh	DDE Tn7 FP inh	SIAE primary	mol
16	-5	7	7	2	2	0	-1.1	0	4	-3	NC(=O)c1ccc[n+](Cc2cccc3ccccc23)c1
17	0	-2	7	-1	1	2	0.1	-5	4	1	O=C(CN1CC[C@@]2(O)CCCC[C@H]2[C@@H]1c1ccc(F)cc1)NCc1ccco1
18	4	7	2	4	0	-1	0.7	-2	-1	-13	O=C(CSc1nnc(NC2CC2)s1)NN1C(=O)NC2(CCCCC2)C1=O
19	5	3	-7	-4	3	-1	0.0	-5	-12	2	CC1Sc2n(c3ccccc3[n+]2C)N=C1c1ccccc1 (centres undefined)
20	-10	-3	2	1	5	-1	0.9	-1	2	1	CCCN1C(=O)c2ccccc2NC1c1ccc(Cl)c(Cl)c1 (centres undefined)
21	-1	-5	7	-4	-7	-2	1.0	-1	11	-2	O=C(CNC(=O)c1ccc(Br)cc1)N/N=C/c1ccc[nH]1
22	-13	-5	2	1	0	9	0.1	0	-2	-6	Nc1sc(Cc2ccccc2)cc1C(=O)NC1CCCCC1
23	4	1	4	-3	4	0	-0.1	0	5	-2	Cc1ccc(NC(=O)C2C3C=CC4(O3)C2C(=O)N(CCCN2CCCC2)C4C(=O)NC2CCCCC2)cc1Cl (centres undefined)
24	3	-7	-5	3	0	2	-0.3	1	-4	-1	CC(C)(C)c1cc(NC(=O)c2cccc(S(=O)(=O)N3CCOCC3)c2)no1
25	-4	-3	15	-2	-1	-1	-0.1	0	-1	3	COc1ccc(CCNC(=O)CSc2nc(C)nc3c2oc2ccccc23)cc1OC
26	7	-3	0	-2	2	1	-0.3	5	1	-7	COC(=O)c1oc(-c2ccc(Cl)cc2)nc1C
27	1	2	5	21*	4	2	0.2	-1	7	-3	COc1ccccc1NC(=O)CSc1nnc(CCC(=O)Nc2ccccc2F)n1C
28	-4	4	5	-1	1	-3	0.2	0	-1	1	N#CC1CC(c2ccc([N+](=O)[O-])cc2)=NN1c1ccc([N+](=O)[O-])cc1 (centres undefined)
29	-8	-6	5	6	6	7	-0.2	-3	4	-8	O=C1/C(=C/c2cccc([N+](=O)[O-])c2)CCc2ccccc21
30	-2	0	10	0	-2	-2	0.5	4	4	1	Cc1onc(C(=O)Nc2cccnc2Cl)c1[N+](=O)[O-]
31	-3	-4	-10	4	0	2	-2.1	-5	-2	0	O=C(c1ccc(=O)[nH]c1)N1CCN(S(=O)(=O)c2ccc3ccccc3c2)CC1
32	-12	-7	-15	-18	-14	10	0.0	-4	0	1	CCN(CC)S(=O)(=O)c1ccc(N=Nc2c(C)[nH]n(C(N)=S)c2=O)cc1
33	-1	-8	7	9	-4	-7	-0.6	-3	7	1	O=C(Cn1nc(-c2ccccc2)ccc1=O)NCC1CCCO1 (centres undefined)
34	1	3	-4	-2	-2	3	-5.3	-4	0	-6	O=c1[nH]c(=O)c2nc3c4ccccc4c4ccccc4c3nc2[nH]1
35	-7	4	-1	1	-6	-2	0.8	3	-7	6	CN1CC2(C)CN(C(c3ccccc3)c3ccccc3)CC(C)(C1)C2O (centres undefined)
36	x	-5	-18	2	5	0	2.6	-2	5	-1	Cc1ccccc1-c1cccc2c3c([nH]c12)[C@@H]1C[C@H]2[C@@H](CN1CC3)[C@H](C)ON2C
37	3	2	-11	1	2	1	0.3	3	-1	-2	Cc1ccc(Cn2ccnc2SCC(=O)NC2CCCC2)cc1
38	0	-4	-7	13	-1	-3	1.3	-1	0	2	COc1cc(-c2noc(C)c2C#CC2(N)CCCCC2)cc(OC)c1OC
39	-9	1	6	-2	12	0	-1.1	-3	2	-7	CCOC(=O)c1ccc(-c2ccc(C=O)o2)cc1
40	-6	-6	28*	-1	2	-2	-0.3	3	-2	9	CC(=O)N1c2ccc(S(=O)(=O)NCC3CCC(C(=O)N4CCC(C)CC4)CC3)cc2CC1C (centres undefined)
41	-11	10	2	0	3	1	0.2	-3	5	-2	COc1cccc(S(=O)(=O)Nc2ccc3c(c2)C(=O)N(C)C[C@H](OC)[C@H](C)CN(Cc2ccccc2F)[C@@H](C)CO3)c1
42	3	4	-5	0	-1	1	-0.5	4	-9	2	CCOC(=O)C(C(C)C)C(N)Cc1ccc(F)cc1 (centres undefined)
43	1	-1	-13	1	1	-1	0.0	-3	-2	-3	CC(C)C[C@H](NC(=O)c1nc[nH]c1C(=O)NCCCCCNC(=O)OC(C)(C)C)C(=O)OCc1ccccc1
44	5	3	7	9	4	0	0.0	0	3	6	Cc1nn(C)c(C)c1CN(C)C(=O)C1(C)CC1(Br)Br (centres undefined)
45	-2	1	-8	-1	1	-5	0.1	0	-5	-2	Cc1ccc(C(=O)N2CCN(c3ccccc3)CC2)cc1S(=O)(=O)N1CCOCC1
46	2	-4	-3	2	5	1	0.3	2	3	14	O=C(OCC(=O)N1CCN(C(=O)c2ccco2)CC1)c1ccccc1C(=O)c1ccccc1
47	-9	-6	-17	3	-2	-5	-0.1	3	1	-2	C=CCN1C(=O)CSc2ccc(C(=O)NCc3ccc(F)cc3)cc21
48	4	7	1	4	2	-1	0.2	5	-6	0	COc1ccc(C(=O)NCC(=O)OCC(=O)N2CCCc3ccccc32)cc1
49	-2	-10	-15	3	6	1	-0.7	-5	0	-3	CC(=O)Nc1ccc(NC(C)=C(C#N)C#N)cc1
50	-2	-4	-4	0	0	1	-0.2	3	9	-12	CCCCC[C@@H](C)N1C[C@H](COCc2ccccc2)Oc2cc(N3CCC[C@@H]3CO)ccc2S1(=O)=O
51	10	0	-14	-2	1	0	0.1	-2	-1	-4	O=C(Nc1ccc2c(c1)CCC2)c1cc(=O)[nH]c2ccccc12
52	4	4	-11	-1	-3	12	-0.8	1	0	1	N#CCCN1CCN(C(=S)c2ccc(-c3cccc(Cl)c3)o2)CC1
53	-8	3	-1	6	6	3	0.2	1	5	1	CC(C)(C)N(Cc1ccccc1)C(=O)COC(=O)C1CC(=O)N(Cc2ccccc2)C1 (centres undefined)
54	x	0	-1	-3	3	0	0.4	0	3	0	CCCCCCCCN1C(=O)[C@@H](CC(=O)NCCc2ccccc2OC)C[C@@]2(C(=O)OC)C1=C[C@H](COCc1ccccc1)O[C@@H]2C
55	1	0	16	4	0	1	-0.2	3	3	4	CC1Cc2ccccc2N1C(=O)c1nn(C)cc1Br (centres undefined)
